GlmU inhibition: inhibition of mycobacterial GlmU enzyme – biochemical, glucosamine-1-phosphate acetyltransferase (AID 1376). M. tuberculosis GlmU acetyltransferase enzyme assay; higher % means a stronger effect. inhibition, %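 (tested at 30 µM in the primary screen)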; hits with a dose series show IC50 in µM. 220,000 tested, 0.25% active; in the data active means inhibition above about 13%;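 further: 0% = complete reaction with vehicle and 100% = reaction without substrate; strong numbers were not always called active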
RmlCD inh 1536: M. tuberculosis RmlC/RmlD coupled enzyme inhibitors, primary screen, biochemical, compound mixtures, 384-well, from 1536-well plates; RmlC+RmlD coupled enzyme assay, percent inhibition; primary screen in compound mixtures; dTDP-4-dehydrorhamnose reductase (Mycobacterium tuberculosis (strain ATCC 25618 / H37Rv)) …; inhibition, % at 3.6 µM; 160,000 tested, 0.03% active; in the data active means inhibition mostly above about 34%, no sharp cut-off; further: some results filed as inactive read as strong as hits
Target sequence (P9WH09 whole entry, looked up): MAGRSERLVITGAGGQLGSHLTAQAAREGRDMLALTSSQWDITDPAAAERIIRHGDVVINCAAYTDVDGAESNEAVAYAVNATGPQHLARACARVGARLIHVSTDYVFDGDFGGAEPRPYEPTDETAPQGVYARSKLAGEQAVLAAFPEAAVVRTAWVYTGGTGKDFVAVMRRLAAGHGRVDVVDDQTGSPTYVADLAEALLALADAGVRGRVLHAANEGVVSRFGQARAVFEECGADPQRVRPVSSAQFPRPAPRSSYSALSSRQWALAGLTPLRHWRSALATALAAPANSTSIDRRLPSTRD
Target sequence (P9WH11 whole entry, looked up): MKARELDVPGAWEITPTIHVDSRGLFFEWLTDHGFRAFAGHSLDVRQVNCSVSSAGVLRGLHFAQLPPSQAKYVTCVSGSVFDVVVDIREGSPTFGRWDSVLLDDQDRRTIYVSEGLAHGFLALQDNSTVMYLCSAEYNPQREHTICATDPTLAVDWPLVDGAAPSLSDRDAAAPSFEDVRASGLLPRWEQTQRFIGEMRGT
The depositor's hits bear a star. This is a subset (hit frequency here may not be typical).

Screening COc1ccccc1C(=O)NC(=S)Nc1ccc(NC(=O)c2cccs2)cc1 returned GlmU inhibition 0.4% and RmlCD inh 1536 -9.2.
Screening Cc1ccc(OCCSc2nnc(C)c(=O)n2N)cc1 returned GlmU inhibition -2.1% and RmlCD inh 1536 -3.6.
COc1cc2nc(C3CCC3)nc(N3CCN(c4ccccn4)CC3)c2cc1OC was read as GlmU inhibition 6.6%.
`COc1ccc(N(CC(=O)N2CCC(Cc3ccccc3)CC2)S(C)(=O)=O)cc1` gave GlmU inhibition 1.6% and RmlCD inh 1536 7.6.
For N#Cc1c(-c2ccc(Cl)cc2)ccn2nc(CCC(=O)O)nc12 the results were GlmU inhibition 1.6% and RmlCD inh 1536 13.3.
CC(C)(C)C(=O)NC1(C(F)(F)F)NC(=O)N(Cc2ccccc2)C1=O (stereo not given) was read as GlmU inhibition -2.7% and RmlCD inh 1536 -1.2.
For CCC(=O)n1nc(-c2ccc(OC)cc2)nc1SC the results were GlmU inhibition -0.4%.
COc1ccc(-c2cc3nc4n(c(=O)c3s2)CCC4)cc1 was read as GlmU inhibition 1.8% and RmlCD inh 1536 76.6*.
`O=C(CCS(=O)(=O)c1cccs1)NC1CCCCCC1` gave GlmU inhibition 1.8% and RmlCD inh 1536 0.6.
For O=C(O)/C(=N/NC(=O)c1ccc(Cl)cc1)c1ccccc1 the results were GlmU inhibition 0.8% and RmlCD inh 1536 -9.5.
Cc1ccsc1C(=O)Nc1ccc(O)c(-c2nc3ccccc3s2)c1 was read as GlmU inhibition 1.6% and RmlCD inh 1536 -0.4.
`S=C(NCCc1ccccc1)Nc1ccc(Br)cn1` gave GlmU inhibition -7.2%.

Next section (four carried over from the part before).
`O=C(CCS(=O)(=O)c1cccs1)NC1CCCCCC1` gave GlmU inhibition 1.8% and RmlCD inh 1536 0.6.
For O=C(O)/C(=N/NC(=O)c1ccc(Cl)cc1)c1ccccc1 the results were GlmU inhibition 0.8% and RmlCD inh 1536 -9.5.
Cc1ccsc1C(=O)Nc1ccc(O)c(-c2nc3ccccc3s2)c1 was read as GlmU inhibition 1.6% and RmlCD inh 1536 -0.4.
`S=C(NCCc1ccccc1)Nc1ccc(Br)cn1` gave GlmU inhibition -7.2%.
ONC(=Nc1ccccc1)c1ccccc1Cl was read as GlmU inhibition 5.5% and RmlCD inh 1536 14.2.
For O=C(CCC(=O)c1cccs1)Nc1nnc(C2CC2)s1 the results were GlmU inhibition 2.5% and RmlCD inh 1536 12.8.
For Clc1ccc(-c2nnc(NC3=NCCCCC3)o2)cc1 the results were GlmU inhibition 0.7% and RmlCD inh 1536 -3.6.
For CCOCCCNC(=S)N1CCC(C(=O)c2ccc3c(c2)OCCO3)CC1 the results were GlmU inhibition -0.4% and RmlCD inh 1536 1.7.
CSc1ccc(S(=O)(=O)Nc2ccc(OCC(=O)N3CCOCC3)cc2)cc1 was read as GlmU inhibition 0.5% and RmlCD inh 1536 6.6.
O=S(=O)(NCc1csc(-c2cccs2)n1)c1cccs1 was read as GlmU inhibition -6.8%.
Screening O=C1N[C@@H](Cc2ccccc2)C(=O)N2[C@H]1C[C@H]1c3ccccc3N(OOSc3ccccc3)[C@H]12 returned GlmU inhibition 3.3%.
Screening COc1ccc(NC2=CC(c3ccc(F)cc3)N(c3ccc(OC)cc3)C2=O)cc1 (stereo not given) returned GlmU inhibition 6.2% and RmlCD inh 1536 5.9.
Nc1nc(C(F)(F)F)c(Br)c(=O)n1N was read as GlmU inhibition 4.0% and RmlCD inh 1536 -5.8.
`CS(=O)(=O)NCCn1ccc2ccccc21` gave GlmU inhibition -2.4% and RmlCD inh 1536 2.9.
For O=C1c2ccccc2S(=O)(=O)c2cc(N3CCN(C(=O)c4ccccc4)CC3)ccc21 the results were GlmU inhibition -5.2%.
`CC(C(=O)NCc1ccc2c(c1)OCO2)N(c1ccccc1)S(C)(=O)=O` (stereo not given) gave GlmU inhibition -2.6%.
`CC(=O)Nc1nnc(COc2ccccc2)s1` gave GlmU inhibition -0.5% and RmlCD inh 1536 3.6.
Screening Clc1ccccc1CNc1nc2ccccc2n2cnnc12 returned GlmU inhibition -1.2%.
Screening CC1(c2nnc(-c3ccc(F)cc3)o2)CC(c2ccncc2)=NO1 (stereo not given) returned GlmU inhibition -2.1%.
`CC1CCCC(NC(=O)CSc2ncccc2C(=O)O)C1C` (stereo not given) gave GlmU inhibition -0.6%.
Screening Cc1nnc(SCC(=O)Nc2ccc(S(=O)(=O)N3CCCC3)cc2)n1N returned GlmU inhibition 1.7% and RmlCD inh 1536 46.4.
Screening O=C(CNC(=O)c1ccccc1)NCC(=O)OCC(=O)c1ccc([N+](=O)[O-])cc1 returned GlmU inhibition -0.9% and RmlCD inh 1536 -1.1.
For COC(=O)/C=C1/N/C(=N\c2nc(C)cc(C)n2)N(c2ccccc2)C1=O the results were GlmU inhibition -1.8% and RmlCD inh 1536 -9.4.
Screening CCCNC(=S)NC1CC2CCC(C1)N2Cc1ccccc1 (stereo not given) returned GlmU inhibition -0.2% and RmlCD inh 1536 4.7.
Screening COc1cc(/C=C(\CC(=O)O)c2nc3ccccc3s2)cc(OC)c1O returned GlmU inhibition 1.4% and RmlCD inh 1536 -11.0.
Screening O=C1/C(=C/c2cccnc2)Sc2ccccc21 returned GlmU inhibition 0.8%.
Cc1ccc(S(=O)(=O)Nc2ccc(N(C)S(=O)(=O)c3ccc(C)cc3)cc2)cc1 was read as GlmU inhibition 2.5% and RmlCD inh 1536 -15.3.
CC(C)(C)Cc1nc(-c2ccccn2)no1 was read as GlmU inhibition -7.2% and RmlCD inh 1536 -10.4.

Pulled one by one from the list above:
Screening Clc1ccccc1CNc1nc2ccccc2n2cnnc12 returned GlmU inhibition -1.2%.
Screening Cc1ccc(OCCSc2nnc(C)c(=O)n2N)cc1 returned GlmU inhibition -2.1% and RmlCD inh 1536 -3.6.
CC(C)(C)Cc1nc(-c2ccccn2)no1 was read as GlmU inhibition -7.2% and RmlCD inh 1536 -10.4.
COc1ccc(-c2cc3nc4n(c(=O)c3s2)CCC4)cc1 was read as GlmU inhibition 1.8% and RmlCD inh 1536 76.6*.
Screening COc1cc(/C=C(\CC(=O)O)c2nc3ccccc3s2)cc(OC)c1O returned GlmU inhibition 1.4% and RmlCD inh 1536 -11.0.
CSc1ccc(S(=O)(=O)Nc2ccc(OCC(=O)N3CCOCC3)cc2)cc1 was read as GlmU inhibition 0.5% and RmlCD inh 1536 6.6.
ONC(=Nc1ccccc1)c1ccccc1Cl was read as GlmU inhibition 5.5% and RmlCD inh 1536 14.2.

Following part:
`CC1CCCC(C)N1CCNC(=O)Nc1ccc(Cl)cc1` (stereo not given) gave GlmU inhibition -7.1%.
O=C(Nc1nccs1)c1cncc(Br)c1 was read as GlmU inhibition -2.2% and RmlCD inh 1536 12.2.
For COc1ccc(CCN=C(N)NS(=O)(=O)c2ccc(OC)cc2)cc1 the results were GlmU inhibition -4.2% and RmlCD inh 1536 10.9.
For CCC(=O)NC1(C(F)(F)F)C(=O)Nc2c1c(=O)[nH]c(=O)n2CC(C)C (stereo not given) the results were GlmU inhibition -3.0%.
For O=C(O)CSc1nnnn1C1CCCCC1 the results were GlmU inhibition 1.1% and RmlCD inh 1536 9.2.
Screening c1ccc(COC2CCCN(Cc3nc(-c4cnccn4)no3)C2)cc1 (stereo not given) returned GlmU inhibition -0.1% and RmlCD inh 1536 -6.3.
`CC(=O)NC1=NN(C(C)=O)C(C)(c2ccc3ccccc3c2)S1` (stereo not given) gave GlmU inhibition 0.5% and RmlCD inh 1536 2.8.
For Cn1c(=O)oc2cc(S(=O)(=O)Nc3ccc4c(c3)OCO4)ccc21 the results were GlmU inhibition 3.7%.
O=C1CC2CS(=O)(=O)CC2N1C1CCCCC1 (stereo not given) was read as GlmU inhibition 1.6% and RmlCD inh 1536 -10.1.
For CCOc1ccc2nc(NC(=O)CN3CCN(c4ccccn4)CC3)sc2c1 the results were GlmU inhibition -0.3% and RmlCD inh 1536 -1.4.
`Nc1ccc2c(c1)C(=O)N(CC1CCCO1)C2=O` (stereo not given) gave GlmU inhibition -0.5% and RmlCD inh 1536 -9.6.
CCCN=C(C)c1c(-c2ccccc2)[nH]n(-c2nc3ccccc3s2)c1=O was read as GlmU inhibition -5.0% and RmlCD inh 1536 4.8.
CCCCCCc1c(O)c2ccccc2[nH]c1=O was read as GlmU inhibition -0.6% and RmlCD inh 1536 49.3.
`O=C(NNc1ncc(C(F)(F)F)cc1Cl)c1ccc(Cl)c(Cl)c1` gave GlmU inhibition -1.2% and RmlCD inh 1536 -10.3.
`CCOC(=O)c1cc2cc([N+](=O)[O-])ccc2oc1=O` gave GlmU inhibition -4.6%.
CN(C)/C=N/NC(=O)c1ccc(Cl)cc1 was read as GlmU inhibition -2.3% and RmlCD inh 1536 -10.6.
Screening O=S(=O)(Cc1cc(NCc2ccccc2)nc(-c2ccccn2)n1)c1ccccc1 returned GlmU inhibition 0.6% and RmlCD inh 1536 5.4.
`COc1cccc(-n2ccnc2SCC(=O)NCc2ccccc2)c1` gave GlmU inhibition 2.5% and RmlCD inh 1536 -0.4.
Screening O=C(CCS(=O)(=O)Cc1ccccc1)NCC1CCCO1 (stereo not given) returned GlmU inhibition 6.9% and RmlCD inh 1536 8.6.
CCCCn1c(N)c(Sc2ccccc2)c(=O)[nH]c1=O was read as GlmU inhibition 7.9% and RmlCD inh 1536 11.4.
Screening CC1CC(C)CN(c2nc(N(C)c3ccccc3)nc(N)c2[N+](=O)[O-])C1 (stereo not given) returned GlmU inhibition 6.6% and RmlCD inh 1536 -14.9.
`CCOc1ccc(N/C=C/C(=O)c2ccc(C)cc2)c([N+](=O)[O-])c1` gave GlmU inhibition 2.6%.
For COC(=O)CSc1nc(C)c2c(n1)CCCC2 the results were GlmU inhibition -2.1% and RmlCD inh 1536 -12.3.
CCN(CC)S(=O)(=O)c1ccc(OC)c(NC(=O)c2cc3c(=O)n4ccccc4nc3s2)c1 was read as GlmU inhibition 2.7% and RmlCD inh 1536 4.8.
O=C(Nc1ccccc1)C1CCCCN1S(=O)(=O)c1ccccc1 (stereo not given) was read as GlmU inhibition -3.8% and RmlCD inh 1536 -2.5.
Screening Brc1nc(Br)n(Cc2ccccc2)n1 returned GlmU inhibition 0.2% and RmlCD inh 1536 -4.2.
`CC(=O)Nc1ccc2c(CSc3nnc(N)s3)cc(=O)oc2c1` gave GlmU inhibition -0.9% and RmlCD inh 1536 5.9.
CC(C)(O)C(=O)NN(C(=O)c1ccccc1)c1cccc(Br)c1 was read as GlmU inhibition -1.3% and RmlCD inh 1536 0.1.
For CC(=O)Oc1cc2c(C(C)=O)coc2c2ccccc12 the results were GlmU inhibition 5.0% and RmlCD inh 1536 2.1.
CC(=O)N1CCN(c2ccccc2NC(=O)Cc2ccc(Cl)cc2)CC1 was read as GlmU inhibition 0.1% and RmlCD inh 1536 -6.8.
O=C(CN1CCN(Cc2ccccc2)CC1)Nc1ccc(-n2cnnn2)cc1 was read as GlmU inhibition 0.9%.
`CC(C)(C)c1ccc(N2C(=O)Cc3c2nc(N)c(C#N)c3N)cc1` gave GlmU inhibition -0.2% and RmlCD inh 1536 -5.0.
`CCN(CC)S(=O)(=O)c1cccc(-c2nnc(SCc3nnc(-c4ccccc4)o3)n2C)c1` gave GlmU inhibition -0.8% and RmlCD inh 1536 -3.3.
For Cn1c(SCC(=O)O)nc2ccccc2c1=O the results were GlmU inhibition -0.2%.
For COc1cc(OC)cc(C(=O)NCCN2C(=O)S/C(=C\c3cccs3)C2=O)c1 the results were GlmU inhibition -5.6% and RmlCD inh 1536 -9.5.
`Cc1ccc(C(=O)COC(=O)c2cc(=O)[nH]c3ccccc23)cc1` gave GlmU inhibition -3.9% and RmlCD inh 1536 -1.3.
For Cc1cccc(N2CCC(N=CN(C)C)=N2)c1 the results were GlmU inhibition 7.1% and RmlCD inh 1536 6.8.
For COc1ccc(NC(=O)CSc2nc3cccnc3n2C)cc1 the results were GlmU inhibition 7.1%.
Screening CS(=O)(=O)N1CCN(c2ccccc2NC(=O)c2ccc([N+](=O)[O-])o2)CC1 returned GlmU inhibition 7.0% and RmlCD inh 1536 3.4.
COc1ccc(NC(=O)C2CCCN(C)C2)cc1OCC(C)C (stereo not given) was read as GlmU inhibition -4.8%.
For Cc1ccc2nsnc2c1NC(=O)c1ccc(-c2cc(Cl)ccc2Cl)o1 the results were GlmU inhibition 0.6% and RmlCD inh 1536 15.5.
For COc1ccc(CN2CC(C(=O)NCc3cccc(OC)c3)CC2=O)cc1 (stereo not given) the results were GlmU inhibition -1.9% and RmlCD inh 1536 -4.5.
Screening COc1cc(NC(=O)C2CCCC2)c(OC)cc1Cl returned RmlCD inh 1536 -8.0.
`Cc1cc(C)n(/N=C/c2cccc([N+](=O)[O-])c2)c(=O)c1` gave GlmU inhibition 1.5% and RmlCD inh 1536 7.7.
`COc1ccc(C=C2C(=O)N(C)C(=O)N(C)C2=O)cc1CSc1ccccn1` gave GlmU inhibition 4.6% and RmlCD inh 1536 2.4.
CCN(Cc1ccccc1)c1ccc(/C=N/N2CCOCC2)cc1 was read as GlmU inhibition 3.0% and RmlCD inh 1536 -10.3.
O=C(O)c1cccc(-c2ccc(/C=N/NC(=O)c3cccnc3)o2)c1 was read as GlmU inhibition 185µM* and RmlCD inh 1536 0.8.
For COc1ccccc1CNc1ccc2nnc(CCNC(=O)c3ccccc3)n2n1 the results were GlmU inhibition 2.7% and RmlCD inh 1536 9.7.
For Cc1cc(NC(=O)CSc2nc3ccccc3c(=O)n2CCCC(=O)NCc2ccco2)n[nH]1 the results were GlmU inhibition 1.9%.
Screening COc1ccc(C(=O)Nc2ccc(N3CCN(c4ccc(OC)cc4)CC3)c(C#N)c2)cc1 returned GlmU inhibition 2.0% and RmlCD inh 1536 -5.3.

Assay outcomes: PubChem, several laboratories
